ASAP1 inh: ASAP1 ArfGAP inhibition | ASAP1-stimulated ARF1 GTP hydrolysis, GDP FP detection | inhibition, % at 16.5 µM | hit rate 0.19% among 360,000 | Q9ULH1; in the data active means inhibition above about 25%;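 further: 0% = vehicle with enzyme and substrate and 100% = no enzyme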
NPR1 activator: GC-A (human) enzyme activation; P16066; HEK293 GC-A cells, cGMP TR-FRET, EC30 ANP; 0% at EC30 ANP, 100% saturating ANP; activation, % at 10 µM; hit rate 0.14% among 370,000; AID 1671463; in the data active means activation above about 40%
ARFGAP1 inhibitor: rat ARFGAP1 inhibition | Q62848 | Arfgap1-stimulated ARF1 GTP hydrolysis, GDP FP detection | inhibition, % at 16.5 µM | hit rate 0.26% among 360,000;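 active means inhibition above a per-plate limit, mean inhibition of low control wells plus 3 SD, cut at about 25% in these data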;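 further: 0% = DMSO wells with enzyme and 100% = wells lacking Arfgap1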
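Material – truncated rat Arfgap1 GAP domain · Buffer or medium – HEPES-based buffer, pH 7.5 · Reagent – human ARF1(Δ1-17)-GTP substrate · Dosing – 16.5 µM single point, 1.26% DMSO · Schedule – GTP hydrolysis reaction 2 h at 25 °C · Technique – GDP detection by fluorescence polarization · Benchmarks – No-Arfgap1 wells (100%) versus DMSO full-reaction wells (0%) · Repeats – single replicate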
GC-B act: GC-B (human) receptor activation; AID 1920062; hit rate 0.11% among 370,000; activation, % at 10 µM; P20594; HEK293-GC-B cells, CNP EC30, cGMP TR-FRET; 0% at EC30 CNP, 100% saturating CNP;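 active means activation at 10 µM reaching about 35% in either raw or pattern-adjusted values, limit read from the data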
Target sequence (P20594 whole entry, looked up): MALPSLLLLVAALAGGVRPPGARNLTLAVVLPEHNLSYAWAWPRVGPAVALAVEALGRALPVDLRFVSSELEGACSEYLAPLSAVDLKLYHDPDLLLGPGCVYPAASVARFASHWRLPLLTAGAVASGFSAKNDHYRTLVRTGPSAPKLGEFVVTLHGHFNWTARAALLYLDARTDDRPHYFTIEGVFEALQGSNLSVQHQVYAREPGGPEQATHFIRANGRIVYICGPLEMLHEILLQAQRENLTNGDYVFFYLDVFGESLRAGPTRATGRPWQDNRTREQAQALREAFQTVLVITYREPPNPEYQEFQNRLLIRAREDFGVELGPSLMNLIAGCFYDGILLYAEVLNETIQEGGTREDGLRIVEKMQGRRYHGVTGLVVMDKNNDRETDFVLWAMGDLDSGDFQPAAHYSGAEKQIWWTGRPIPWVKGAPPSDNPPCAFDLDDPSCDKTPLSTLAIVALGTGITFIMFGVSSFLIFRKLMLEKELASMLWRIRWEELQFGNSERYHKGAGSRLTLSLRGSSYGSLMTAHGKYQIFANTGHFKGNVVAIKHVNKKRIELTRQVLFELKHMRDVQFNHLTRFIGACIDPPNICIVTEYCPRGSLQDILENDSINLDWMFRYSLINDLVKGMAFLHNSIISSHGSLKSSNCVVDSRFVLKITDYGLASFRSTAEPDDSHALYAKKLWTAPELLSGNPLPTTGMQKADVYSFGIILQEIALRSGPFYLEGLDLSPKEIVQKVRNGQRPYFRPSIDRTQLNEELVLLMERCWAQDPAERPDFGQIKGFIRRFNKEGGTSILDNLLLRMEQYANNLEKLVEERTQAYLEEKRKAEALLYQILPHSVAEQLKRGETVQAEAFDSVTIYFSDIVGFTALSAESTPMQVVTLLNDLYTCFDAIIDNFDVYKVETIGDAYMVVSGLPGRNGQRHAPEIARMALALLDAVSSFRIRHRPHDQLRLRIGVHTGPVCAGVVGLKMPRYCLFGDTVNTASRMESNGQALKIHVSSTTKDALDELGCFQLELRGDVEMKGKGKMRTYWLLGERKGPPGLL
rCAG RNA binder: r(CAG) repeat RNA binding; inhibition, % at 3 µM; hit rate 1.3% among 370,000; TO-PRO-1 dye displacement fluorescence;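 active means inhibition above the plate cutoff, the mean of all test compounds on that plate plus 3 SD, cut at about 35% in these data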;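 further: 0% = DMSO alone and 100% = 100 µM mitoxantrone as full dye displacement; higher means more dye released from RNA so lower well fluorescence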
HGIII-sPLA2 inh: Blocks human group III sPLA2 activity | inhibition, % at 12.2 µM | Q9NZ20 | QFRET BODIPY PC-A2 liposome hydrolysis, fluorescence | hit rate 0.56% among 370,000;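 active means inhibition above mean plus 3 SD of compounds lying within the high and low control bounds, cut at about 19% in these data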;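 further: 0% = median of test compound wells and 100% = no enzyme DMSO wells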
ADAM10 inh: ADAM10 inhibition, QFRET primary screen. recombinant ADAM10, EDANS/DABCYL FRET peptide cleavage, 3 h. AID 720582. hit rate 0.62% among 370,000. inhibition, % at 7 µM. O14672;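 active means inhibition above a per-campaign cutoff equal to the mean of compounds falling between control-based bounds plus 3 SD, cut at about 20% in these data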;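 further: 0% = DMSO wells while the 100% control is not disclosed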
DDE Tn6 FP inh: DD(E)-Tn6 binding inhibition, primary FP screen | P02675 | Fibrin DD(E) TRITC-Tn6 fluorescence polarization displacement | inhibition, % at 8.3 µM | hit rate 0.21% among 370,000;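 active means inhibition above a per-campaign cutoff: mean of compounds within control limits plus 3 SD, cut at about 15% in these data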;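 further: 0% = median of all compound wells on the plate and 100% = blocking peptide control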
KLK7 zymogen act: activates the human kallikrein-7 zymogen. activation, % at 7 µM. AID 652039. P49862. purified proKLK7, EDANS-DABCYL substrate fluorescence; 100% is mature enzyme control, 0% vehicle. hit rate 0.9% among 370,000;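 active means activation above the mean of all tested compounds plus 3 SD, computed per campaign excluding outliers beyond control limits, cut at about 13% in these data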
FXN GAA850 act: frataxin GAA850 promoter activation; HEK293 lucGAA850 FXN promoter luciferase reporter, 24 h; percent of 10 µM SAHA response; hit rate 0.56% among 360,000; activation, % at 6 µM;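 active means activation above the average of all compounds screened plus 3 SD, cutoff fixed separately per campaign, cut at about 7.5% in these data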;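 further: 0% = DMSO wells and 100% = 10 µM SAHA wells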
* marks the source's active call; other numbers are inactive results; . = not tested or not shown; & = joins results of further samples.

SMILES	ASAP1 inh	NPR1 activator	ARFGAP1 inhibitor	GC-B act	rCAG RNA binder	HGIII-sPLA2 inh	ADAM10 inh	DDE Tn6 FP inh	KLK7 zymogen act	FXN GAA850 act
Cn1c(=O)n(C)c2cc(NC(=O)C(F)(F)F)ccc21	13	1	-4	2	-4	-3	-4	1	-0.2	2.9
O=C(c1ccco1)N(Cc1cc2ccccc2[nH]c1=O)C1CCCCC1	2	-7	-4	-16	2	-2	-14	5	0.6	-1.8
O=C(COC(=O)Cc1ccccc1F)Nc1ccc2c(c1)OCCO2	1	-5	-5	1	-3	1	5	5	0.2	0.1
O=C(NCC1CCCO1)c1ccc(NC(=O)c2cc(F)c(F)cc2Cl)cc1 (stereo not given)	-5	4	-2	-2	-6	3	-7	0	0.4	2.2
O=C1c2ccccc2C(c2nnnn2-c2ccc3c(c2)OCCO3)N1Cc1ccc2c(c1)OCO2 (stereo not given)	12	-2	0	-3	4	-5	2	4	0.1	.
COc1cccc(NC(=O)CSc2nc3ccccc3c3nc4ccccc4n23)c1	8	0	8	5	4	-1	0	-1	0.3	1.5
COc1ccc(/C=C(/NC(=O)c2ccccc2)C(=O)NCc2ccco2)cc1	-8	5	-3	3	0	-2	0	0	0.2	-1.1
CCOC(=O)C1CCCN(C(=O)c2ccc(S(=O)(=O)N3CCOCC3)cc2)C1 (stereo not given)	-9	0	13	3	-4	10	-16	-5	-0.3	0.2
Cc1ccc(S(=O)(=O)N2CCCC2C(=O)n2nc(C)cc2C)cc1 (stereo not given)	-11	-3	-1	-2	-2	-5	2	-1	-0.4	-1.1
COc1ccc2cc(C[C@@H]3CC[C@@H](CO)O3)ccc2c1	-1	3	-1	0	-1	3	-17	-4	0.8	4.5
C[C@@H]1CN([C@@H](C)CO)C(=O)c2cc(C3=CCCCC3)cnc2O[C@H]1CN(C)C(=O)Nc1cccc(F)c1	-3	0	6	2	3	-9	5	0	0.5	0.6
COC(=O)c1c(S(C)(=O)=O)nc(-c2ccccc2)[nH]c1=O	3	-2	-6	-11	3	-2	2	10	-0.3	-1.9
COc1ccc(C(=O)/C=C/c2ccc(O)cc2)c(O)c1C/C=C(\C)CCC=C(C)C	18	-13	25*	-18	69*	-15	-4	-1	-1.1	0.1
COc1ccc(NC(=O)CSCc2ccc(C#N)cc2)c(OC)c1	-4	-1	2	-6	-5	-5	3	-7	-0.4	2.6
CC1CCN(C(=O)COc2cccc3c2CCN(C)C3=O)CC1	2	4	6	3	-4	3	-12	4	0.9	1.2
Cc1cc(C(=O)N/N=C/C(Cl)=C/c2ccccc2)c(C)o1	19	-5	17	2	1	-13	5	-9	0.1	2.3
Clc1cccc(-c2ccc(C=Nc3ccc(N4CCOCC4)cc3)o2)c1	-4	5	-3	-6	-1	8	-16	2	-1.3	0.5
CCN1C(=NCc2cc(OC)c(OC)c(OC)c2)N[C@@H](c2cccc(C(F)(F)F)c2)C(C(=O)OC)=C1C	-18	-16	-1	-15	1	-6	-14	3	-0.6	-3.5
COc1ccc(/C=N/NC(=O)c2ccc(O)cc2O)cc1CSc1ccccn1	16	-7	16	-1	36*	-27	-33	-15	0.8	3.6
C=C(C)c1cccc(C(C)(C)NC(=O)N2CCN(C(=O)OCC)CC2)c1	-8	2	2	8	-1	8	-8	4	-0.5	-2.2

Compound profiles, from the list above. Values in the order: ASAP1 inh | NPR1 activator | ARFGAP1 inhibitor | GC-B act | rCAG RNA binder | HGIII-sPLA2 inh | ADAM10 inh | DDE Tn6 FP inh | KLK7 zymogen act | FXN GAA850 act
COc1ccc(NC(=O)CSCc2ccc(C#N)cc2)c(OC)c1 as listed: -4 | -1 | 2 | -6 | -5 | -5 | 3 | -7 | -0.4 | 2.6
COc1ccc(C(=O)/C=C/c2ccc(O)cc2)c(O)c1C/C=C(\C)CCC=C(C)C as listed: 18 | -13 | 25* | -18 | 69* | -15 | -4 | -1 | -1.1 | 0.1
COC(=O)c1c(S(C)(=O)=O)nc(-c2ccccc2)[nH]c1=O as listed: 3 | -2 | -6 | -11 | 3 | -2 | 2 | 10 | -0.3 | -1.9
Cc1cc(C(=O)N/N=C/C(Cl)=C/c2ccccc2)c(C)o1 as listed: 19 | -5 | 17 | 2 | 1 | -13 | 5 | -9 | 0.1 | 2.3

More results
SMILES	ASAP1 inh	NPR1 activator	ARFGAP1 inhibitor	GC-B act	rCAG RNA binder	HGIII-sPLA2 inh	ADAM10 inh	DDE Tn6 FP inh	KLK7 zymogen act	FXN GAA850 act
O=c1c(OC2OC(CO)C(O)C(O)C2OC2OC(CO)C(O)C(O)C2OC2OC(CO)C(O)C(O)C2O)c(-c2ccc(O)c(O)c2)oc2cc(O)cc(O)c12 (stereo not given)	-12	-2	3	-1	8	0	-23	-2	-0.4	-0.3
C/C(CC(=O)NC1CCCC1)=N\NC(=O)C1CCCCC1	8	0	16	6	-3	2	0	3	-0.1	2.3
N=C1/C(=C\c2ccc(Br)o2)C(=O)N=C2SC(CC(=O)N3CCOCC3)=NN12	5	3	-1	2	36*	-7	-21	-1	-0.3	1.0
COc1ccccc1CNc1nc(Nc2ccccc2Cl)c2sccc2n1	-7	-1	7	10	5	-13	-20	-3	1.1	-1.2
O=C(NCCc1ccccc1)C1=CCN(S(=O)(=O)c2ccccc2)CC1	-6	1	11	-3	0	0	-5	4	0.4	4.6
CCc1ccc(NC(=O)CSc2nc(C)cs2)cc1	-6	-1	0	2	0	9	-6	-1	-0.1	0.3
CCc1nc2c(OCc3ccc(F)cc3)cccn2c1N(C)C(=O)c1ccncc1	1	0	0	1	1	5	-7	-4	-0.3	-1.3
CCOc1ccc(NS(=O)(=O)c2ccc(C(=O)N(CC)CC(=O)NCc3cccs3)cc2)cc1	-2	-1	-3	8	-2	-7	8	7	0.1	1.1
O=C(Nc1cccc(S(=O)(=O)N2CCCCC2)c1)c1cc([N+](=O)[O-])ccc1N1CCOCC1	-1	-1	6	0	7	0	-6	10	-0.8	-2.6
CCCn1cnc2c(=O)oc3ccccc3c21	-5	3	-14	8	0	-2	-5	-1	0.3	3.8
CC1CCCCC1NC(=O)COC(=O)C12CC3CC(CC(Cl)(C3)C1)C2 (stereo not given)	9	1	-2	5	-9	-6	-1	-1	-0.7	-0.5
Cc1cc(N2C(=O)CC(C(C)c3ccccc3)C2=O)no1 (stereo not given)	-4	2	10	-3	-5	4	3	-10	0.4	-0.2
O=C1C(CO)C(CO)C(CO)C1CO (stereo not given)	1	3	0	6	1	3	-14	2	-1.8	1.3
CCC(CC)COC(=O)C1=C(C)NC(=O)NC1c1cc(OC)ccc1OC (stereo not given)	-13	-16	-1	-16	-8	-6	-1	1	52*	-0.3
CS(=O)(=O)c1ccc(Cl)c(NC(=O)COC(=O)CCN=C2NS(=O)(=O)c3ccccc32)c1	-13	3	-11	1	2	0	3	-2	0.1	-0.6
COc1ccc(-c2nnc(SCC(=O)Nc3sc4c(c3C#N)CCCC4)n2-c2ccccc2)cc1	4	-5	-7	3	-1	0	-6	-5	0.1	-1.3
N#Cc1c(/N=C/N2CCOCC2)sc2c1CCCCC2	15	-1	-1	0	-1	2	3	-6	-0.2	1.1
N#Cc1c(-c2ccccc2)ccn(Cc2ccc(Cl)cc2)c1=O	17	1	19	4	0	-6	-24	1	-0.5	0.8
CSc1ccc(S(=O)(=O)N2CCC(C(=O)Nc3cccnc3)CC2)cc1	8	-15	-4	-4	3	-6	4	-10	-0.7	2.1
O=C1CN(C(=O)COC(=O)c2ccc(N3CCCCCC3)c([N+](=O)[O-])c2)c2ccccc2N1	8	0	6	6	2	-7	18	-9	0.6	-0.2
CCC(=O)Nc1ccc(NC(=O)CSc2nnc(-c3ccc(O)cc3)n2CC2CCCO2)cc1 (stereo not given)	-1	-3	10	-1	-1	-5	9	20*	0.1	1.5
O=C(NC1CCCc2ccccc21)c1ccc(F)cc1F (stereo not given)	2	-1	-6	3	1	0	2	3	-0.9	-0.8
Cc1csc(SCC(=O)Nc2cccc(S(=O)(=O)N3CCOCC3)c2)n1	-7	-1	-5	1	0	-6	3	-12	0.3	0.2
O=C(COC(=O)CC1CC2CCC1C2)Nc1ccccc1[N+](=O)[O-] (stereo not given)	-8	-2	-8	-2	-1	-1	4	1	0.6	0.8
CCN([C@H](CO)CC(C)C)S(=O)(=O)c1ccccc1	-6	3	7	3	-1	7	-9	7	0.2	1.0
OCCNCCCCOc1cccc(Br)c1	13	3	5	0	3	2	2	-4	-0.7	1.8
Cc1cccc(N(C(=O)CNC(=O)c2ccco2)C(C(=O)NCC2CCCO2)c2ccccc2)c1 (stereo not given)	-6	-4	3	-2	-10	0	0	2	-0.9	-0.3
CCOC(=O)N1CCC(NC(=O)C2CCCN(Cc3nc(-c4cccc(Cl)c4)oc3C)C2)CC1 (stereo not given)	8	-1	-5	-1	0	-4	2	-1	0.3	-1.7
Cc1nc(NC2=NCN(Cc3cccnc3)CN2)nc2ccccc12	-3	1	6	0	4	14	3	2	-0.8	0.1
O=C(CCc1ccccc1)NCc1ccccc1	10	0	-1	-2	-2	1	-5	0	0.2	-0.7
CC(C)[C@@H]1C=C(C(=O)O)O[C@H](OCCCCO)C1	12	-1	-6	-1	5	0	3	1	0.8	-0.1
Cc1oc(-c2ccccc2Cl)nc1CS(=O)CC(=O)NCc1cccs1 (stereo not given)	8	2	-9	0	1	-10	-2	5	0.0	0.4
CCOC(=O)C1CCN(C(=O)COC(=O)C23CC4CC(CC(C4)C2)C3)CC1	-1	0	0	12	-11	10	-18	-2	0.2	1.0
Cc1ccc(C(C(=O)NC2CCCCC2)N(C(=O)c2csnn2)C2CC2)cc1 (stereo not given)	4	-23	2	-8	-7	2	-4	5	-0.2	0.1
CC(=O)Nc1ccc(Oc2ccccc2)cc1	2	3	12	3	-3	-2	0	0	-0.1	3.3
COc1cccc(CCc2nnc(N)s2)c1	-11	4	6	3	6	12	2	6	-0.1	2.3
N#Cc1c(SCC(N)=O)nc(-c2ccccc2)c2c1CCCC2	-8	-11	-4	-1	-4	-10	-7	-6	-0.3	-0.2
Cc1cccc2sc(NC(=O)C3CCCN(S(=O)(=O)c4cccc5nonc45)C3)nc12 (stereo not given)	-8	17	10	-8	2	-5	-3	-1	0.4	0.3
CN=C1SC(CC(=O)NCCc2ccc(OC)c(OC)c2)C(=O)N1C (stereo not given)	-2&-3	-3&2	-2&9	-2&5	7&-5	-1&1	-2&-1	2&-1	0.0&-0.2	-0.4&1.2
CCCC(=O)C1=C(O)C(C(=O)OC)C(C)(C)CC1=NC(C)(C)C (stereo not given)	13	4	5	-11	-2	4	-3	-6	0.2	-3.4
COc1ccc(C(=O)NCc2ccc(-c3nc4ccccc4s3)cc2)cc1OC	-7	-4	10	-3	8	-27	-32	-6	2.7	-0.6
COC(=O)C1CCCCN1C(=O)c1cccc(OC2CCN(C(=O)C3CC3)CC2)c1 (stereo not given)	7	0	2	6	-8	5	-2	-7	0.2	-0.7
CC(C)c1ccc(NC2CCCN(C(=O)c3cc(C(C)C)[nH]n3)C2)cc1 (stereo not given)	7	3	-6	-2	-9	13	8	0	-0.1	0.1
O=C(NC(=S)NNC(=O)c1ccccc1O)c1ccc([N+](=O)[O-])cc1	-16	2	2	3	5	39*	2	0	-0.8	-1.4
